SRC1 inh = inhibitors of human steroid receptor coactivator 1 (SRC1) | Q15788 | HEK293 GAL4-SRC1 luciferase reporter, luminescence | inhibition, % at 3.6 µM | 360,000 compounds, 0.12% hits | AID 588354;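 active means inhibition above the campaign mean plus 3 SD, with each screening campaign given its own cutoff, cut at about 60% in these data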;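 further: 0% = DMSO treated cells and 100% = gossypol at 36 µM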
TWEAK Fn14 block = blocks TWEAK-Fn14 interaction in a reporter cell assay | TWEAK-stimulated Fn14 reporter cells, luciferase luminescence, 8 h | inhibition, % at 10 µM | 360,000 compounds, 2% hits | AID 1159606; in the data active means inhibition above about 50%
TROY NFkB inh = TROY signaling inhibition. Q293 LMP1-TROYcd NF-kB luciferase reporter, 4 h. inhibition, % at 10 µM. 360,000 compounds, 0.98% hits;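 active means compounds whose plate-normalised and pattern-corrected inhibition of the luciferase reporter signal at the single screening dose is 50% or more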
C8 TRAIL sens = sensitizes caspase-8 expressing cells to TRAIL | NB7+C8 cells + TRAIL, ATPlite viability luminescence | AID 624354 | inhibition (viability loss, TRAIL sensitization), % at 10 µM | 360,000 compounds, 1% hits;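 active means compounds causing at least 50% loss of cell viability in the single-dose screen, relative to plate controls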
KKLEB cytotox = reduces viability of KKLEB cystic fibrosis airway cells | 360,000 compounds, 0.36% hits | activity change (cytotoxicity), % at 5 µM | KKLEB CF airway cells viability, ATPlite luminescence, overnight; stronger effect = lower value; cells stimulated with P. aeruginosa culture filtrate;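 active means corrected activity change at or below -50% at 5 µM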
NR5A2 inv ag = NR5A2 inverse agonism in reporter assay; HEK293T StAR-luciferase reporter, LRH-1 transfected, 24 h; inhibition, % at 3.6 µM; 360,000 compounds, 0.13% hits; AID 602396;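 active means inhibition above the mean inhibition of all tested compounds plus 3 SD, cut at about 73% in these data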;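 further: 0% = DMSO wells and 100% = reporter-only cells lacking LRH-1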
Target sequence (O00482 whole entry, looked up): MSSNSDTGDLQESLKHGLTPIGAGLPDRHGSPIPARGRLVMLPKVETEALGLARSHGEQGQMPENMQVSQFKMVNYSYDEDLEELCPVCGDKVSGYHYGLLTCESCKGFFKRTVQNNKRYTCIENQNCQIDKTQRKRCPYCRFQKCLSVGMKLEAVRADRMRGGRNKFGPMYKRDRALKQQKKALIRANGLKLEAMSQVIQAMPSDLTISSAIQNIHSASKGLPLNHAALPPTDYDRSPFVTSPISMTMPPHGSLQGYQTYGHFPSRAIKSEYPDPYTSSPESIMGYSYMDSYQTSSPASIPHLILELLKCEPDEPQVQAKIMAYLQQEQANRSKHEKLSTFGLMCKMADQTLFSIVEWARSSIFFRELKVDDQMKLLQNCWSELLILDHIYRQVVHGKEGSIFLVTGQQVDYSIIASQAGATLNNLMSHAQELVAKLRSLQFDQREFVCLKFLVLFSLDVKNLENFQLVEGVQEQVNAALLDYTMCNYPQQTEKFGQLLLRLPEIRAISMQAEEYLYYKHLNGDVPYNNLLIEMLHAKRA
NCOA3 inh = inhibits human SRC3 coactivator. Q9Y6Q9. HEK293 GAL4-SRC3 luciferase reporter, luminescence. inhibition, % at 3.6 µM. 360,000 compounds, 0.17% hits;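 active means inhibition above a per-campaign cutoff, the mean of all compounds plus 3 SD, cut at about 60% in these data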;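 further: 0% = DMSO-treated cells and 100% = gossypol-treated cells at 36 µM; higher means less SRC3-driven luciferase light from the GAL4 reporter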
NR2F2 inh = NR2F2 (human) inhibition, primary screen; P24468; HEK293T NGFI-A luciferase reporter, luminescence; inhibition, % at 8.6 µM; 370,000 compounds, 0.7% hits;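 active means inhibition above a per-plate cutoff, mean inhibition of test wells between control levels plus 3 SD, cut at about 38% in these data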;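 further: cells cotransfected with COUP-TFII expression vector driving the NGFI-A reporter; 0% = median of COUP-TF2 test wells and 100% = reporter-only cells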
Target sequence (P24468 whole entry, looked up): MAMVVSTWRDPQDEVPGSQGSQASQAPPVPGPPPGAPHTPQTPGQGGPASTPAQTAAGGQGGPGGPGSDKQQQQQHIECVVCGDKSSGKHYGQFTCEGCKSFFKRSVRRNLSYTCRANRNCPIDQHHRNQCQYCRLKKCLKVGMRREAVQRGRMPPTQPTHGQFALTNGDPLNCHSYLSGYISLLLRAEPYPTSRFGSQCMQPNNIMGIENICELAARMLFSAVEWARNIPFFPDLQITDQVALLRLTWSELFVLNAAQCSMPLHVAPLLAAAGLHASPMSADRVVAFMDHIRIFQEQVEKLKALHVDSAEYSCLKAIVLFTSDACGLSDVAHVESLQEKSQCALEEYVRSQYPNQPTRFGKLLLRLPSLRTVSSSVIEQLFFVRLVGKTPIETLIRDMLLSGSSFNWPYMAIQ
Shn3 inh set2 = Schnurri-3 reporter inhibition in Clone20 osteoblasts | Clone20 osteoblast Shn3 3'UTR firefly luciferase, 24 h | inhibition, % at 12.5 µM | 360,000 compounds, 0.52% hits | AID 588674;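 active means mean inhibition of at least 75% with every replicate also reaching 75%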;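 further: 0% = median of neutral control wells and 100% = pilot-screen positive control compound; some compounds past the cut are filed as inactive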
CF NFkB inh = blocks PAF-induced NF-kB reporter in cystic fibrosis cells. KKLEB NF-kB-GFP reporter, GFP fluorescence overnight. inhibition, % at 5 µM. 360,000 compounds, 0.86% hits;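 active means at least 50% inhibition at 5 µM, scaled per plate between neutral and stimulator controls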;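 further: PAF is a Pseudomonas aeruginosa culture filtrate used as stimulus; plate controls were PAF-stimulated DMSO wells for no effect and unstimulated DMSO wells for full effect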
LMP1 NFkB inh = reduces LMP1-driven NF-kappaB luciferase signal; LMP1-induced NF-kappaB luciferase reporter cells, luminescence; AID 504558; inhibition, % at 12.5 µM; 350,000 compounds, 0.69% hits; in the data active means inhibition above about 41%;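 further: 0% = neutral control wells and 100% = reference inhibitor control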
Numbers without * were called inactive; nt = not tested or not shown. This is a subset (hit frequency here may not be typical).

1) O=C(CSC(=S)N1CCCC1)N1CCN(S(=O)(=O)c2ccccc2F)CC1
2) O=C(CN1CCN(Cc2ccc3c(c2)OCO3)CC1)Nc1ccc2c(c1)OCO2
3) C=CCOC(=O)CCC(=O)Nc1cc(OC)nc(OC)n1
4) CCc1nnc(NC(=O)CC(=O)Nc2ccccc2C(=O)O)s1
5) O=C(CSc1nnnn1-c1ccc(O)cc1)NC1CCCCC1
6) CCOc1ccc(S(=O)(=O)N(CC(=O)N2CCC(C(N)=O)CC2)c2ccc(F)cc2)cc1
7) O=C(CNC(=O)C1CC(=O)N(c2cccc3ccccc23)C1)Nc1ccccc1Br (stereo not given)
8) COc1ccc(OC)c(NC(=O)CCNS(=O)(=O)c2cc(Br)cnc2N)c1
9) C=CCC(CC=C)(NC(=O)c1ccccc1C(=O)O)c1ccccc1
10) CCOc1ccc(NC(=O)C(=O)NCCN2CCN(S(=O)(=O)c3ccccc3)CC2)cc1

entry no.	1	2	3	4	5	6	7	8	9	10
SRC1 inh	-6	-9	6	-13	2	4	-33	4	-5	6
TWEAK Fn14 block	4	-12	-19	36	8	2	15	-10	-3	1
TROY NFkB inh	-4	9	1	-15	-4	-9	23	-4	6	-15
C8 TRAIL sens	6	6	-16	8	-4	-13	-14	6	5	2
KKLEB cytotox	5	-5	3	7	3	-3	3	1	5	1
NR5A2 inv ag	5	24	8	2	6	15	-22	-1	13	9
NCOA3 inh	19	-16	-4	25	0	-11	-15	12	17	4
NR2F2 inh	11	13	3	nt	9	1	-4	0	2	6
Shn3 inh set2	-5	10	-3	-16	9	1	13	-4	-4	-3
CF NFkB inh	-8	-2	1	19	-10	-6	4	-1	8	1
LMP1 NFkB inh	4	4	-3	2	1	-1	4	6	-1	-13

11) O=C(O)Cc1ccc(S(=O)(=O)N2CCCC2)s1
12) N#Cc1cccn1-c1nccc(-c2cccs2)n1
13) COc1ccc(S(=O)(=O)NCCc2csc(C)n2)cc1C
14) CC(C)(C)c1ccc(N2C(=O)Cc3c2nc(N)c(C#N)c3N)cc1
15) Cc1cc(OCC(=O)Nc2ccncc2)cc(C)c1Br
16) O=C(COC(=O)c1cc([N+](=O)[O-])ccc1N1CCOCC1)NCCc1ccccc1
17) COc1ccccc1N1CCN(S(=O)(=O)c2cccs2)CC1
18) CCc1ccc(S(=O)(=O)Nc2ccc(-c3ccc4nnc(C)n4n3)cc2)s1
19) CCCN(C(=O)c1ccc(N2CCCC2=O)cc1)c1c(N)n(Cc2ccccc2)c(=O)[nH]c1=O
20) CCOC(=O)CSc1nnc(Cn2c(=O)sc3ccccc32)n1C

entry no.	11	12	13	14	15	16	17	18	19	20
SRC1 inh	7	-19	12	-53	19	-39	4	-8	-2	11
TWEAK Fn14 block	22	-34	-4	13	27	6	-13	5	-8	-12
TROY NFkB inh	2	-75	9	13	19	-3	2	-1	6	-2
C8 TRAIL sens	-4	7	-10	-6	17	-2	0	12	5	3
KKLEB cytotox	-2	-6	3	-1	3	-9	-2	3	-5	16
NR5A2 inv ag	-44	-8	15	-53	35	0	6	4	-21	0
NCOA3 inh	13	-4	0	-75	21	9	6	6	-8	19
NR2F2 inh	-7	-7	-21	-26	58*	13	-5	-22	-4	-12
Shn3 inh set2	-1	-31	-12	-21	61	-9	1	17	8	-22
CF NFkB inh	-16	-15	-5	-22	2	13	-11	-8	13	-5
LMP1 NFkB inh	17	-11	-5	-29	-3	-5	0	15	-2	3

21) COC(=O)c1ccc(C2Nc3cccc4cccc(c34)N2)cc1
22) CC(=O)Nc1ccc(NC(=O)CSc2nc3nc(C)cc(C)c3c(=O)[nH]2)cc1
23) O=C(N/N=C/c1ccc([N+](=O)[O-])o1)C1CC1
24) CCOc1cc(CNCc2ccccn2)cc(Cl)c1OC
25) Cc1cc(C)nc(NC(=O)COc2cc(Cl)cc(Cl)c2)n1
26) COc1ccccc1C(=O)COC(=O)Cc1ccccc1F
27) O=C(NC(=S)Nc1ccc(CN2CCCCC2)cc1)c1ccco1
28) Cc1cc(O)ccc1NC(=O)Cc1cccc2ccccc12
29) O=C(COc1ccc2c3c(c(=O)oc2c1)CCCC3)N[C@@H](Cc1ccccc1)C(=O)O
30) Brc1ccc(COn2ccnc2)cc1

entry no.	21	22	23	24	25	26	27	28	29	30
SRC1 inh	5	-11	-4	-3	-38	-44	2	5	3	-20
TWEAK Fn14 block	-4	4	5	2	1	-23	16	16	-3	-4
TROY NFkB inh	-26	-3	-10	2	-10	-73	0	-16	-3	-13
C8 TRAIL sens	0	3	7	-2	2	3	1	3	-25	-3
KKLEB cytotox	4	8	4	10	-6	8	3	12	-3	-6
NR5A2 inv ag	19	-4	13	1	14	2	-4	14	18	10
NCOA3 inh	11	-32	-2	4	9	-19	8	-3	-6	8
NR2F2 inh	20	-7	-3	16	5	-12	3	-6	0	20
Shn3 inh set2	-8	-4	-2	-11	5	-16	-10	11	-4	-12
CF NFkB inh	-6	2	-3	9	6	10	0	-26	4	-22
LMP1 NFkB inh	3	-2	-9	1	4	-2	-13	-3	-4	-1

Shown in markdown: part of the list above
| # | structure | SRC1 inh | TWEAK Fn14 block | TROY NFkB inh | C8 TRAIL sens | KKLEB cytotox | NR5A2 inv ag | NCOA3 inh | NR2F2 inh | Shn3 inh set2 | CF NFkB inh | LMP1 NFkB inh |
| --- | --- | --- | --- | --- | --- | --- | --- | --- | --- | --- | --- | --- |
| 17 | COc1ccccc1N1CCN(S(=O)(=O)c2cccs2)CC1 | 4 | -13 | 2 | 0 | -2 | 6 | 6 | -5 | 1 | -11 | 0 |
| 18 | CCc1ccc(S(=O)(=O)Nc2ccc(-c3ccc4nnc(C)n4n3)cc2)s1 | -8 | 5 | -1 | 12 | 3 | 4 | 6 | -22 | 17 | -8 | 15 |
| 19 | CCCN(C(=O)c1ccc(N2CCCC2=O)cc1)c1c(N)n(Cc2ccccc2)c(=O)[nH]c1=O | -2 | -8 | 6 | 5 | -5 | -21 | -8 | -4 | 8 | 13 | -2 |
| 20 | CCOC(=O)CSc1nnc(Cn2c(=O)sc3ccccc32)n1C | 11 | -12 | -2 | 3 | 16 | 0 | 19 | -12 | -22 | -5 | 3 |
| 21 | COC(=O)c1ccc(C2Nc3cccc4cccc(c34)N2)cc1 | 5 | -4 | -26 | 0 | 4 | 19 | 11 | 20 | -8 | -6 | 3 |
| 22 | CC(=O)Nc1ccc(NC(=O)CSc2nc3nc(C)cc(C)c3c(=O)[nH]2)cc1 | -11 | 4 | -3 | 3 | 8 | -4 | -32 | -7 | -4 | 2 | -2 |
| 23 | O=C(N/N=C/c1ccc([N+](=O)[O-])o1)C1CC1 | -4 | 5 | -10 | 7 | 4 | 13 | -2 | -3 | -2 | -3 | -9 |
| 24 | CCOc1cc(CNCc2ccccn2)cc(Cl)c1OC | -3 | 2 | 2 | -2 | 10 | 1 | 4 | 16 | -11 | 9 | 1 |
| 25 | Cc1cc(C)nc(NC(=O)COc2cc(Cl)cc(Cl)c2)n1 | -38 | 1 | -10 | 2 | -6 | 14 | 9 | 5 | 5 | 6 | 4 |
| 26 | COc1ccccc1C(=O)COC(=O)Cc1ccccc1F | -44 | -23 | -73 | 3 | 8 | 2 | -19 | -12 | -16 | 10 | -2 |
| 27 | O=C(NC(=S)Nc1ccc(CN2CCCCC2)cc1)c1ccco1 | 2 | 16 | 0 | 1 | 3 | -4 | 8 | 3 | -10 | 0 | -13 |

Further results.
31) CN(C)S(=O)(=O)c1cccc(NC(=O)CO/N=C(\N)c2ccccc2)c1
32) Cc1nc2ccc(NC(=O)c3cccs3)cc2c(=O)n1Cc1ccc(Cl)cc1
33) O=C(CSc1ccccc1C(=O)O)NCC1CCCCC1
34) CCOC(=O)c1cc2sccc2n1CC(=O)Nc1ccc(OC)c(OC)c1
35) O=C1[C@H]2[C@@H](/C=C/c3ccccc3)N3C(=O)CN(CCO)C(=O)[C@@]3(Cc3ccccc3)[C@H]2C(=O)N1c1ccccc1
36) Cc1ccccc1C(=O)NCC(=O)N1CCN(c2ccccn2)CC1
37) CN(C)CCN(C(=O)c1ccc(C(=O)c2ccccc2)cc1)c1nc2cc3c(cc2s1)OCO3
38) NC(=O)c1ccc(-c2nnn(CC(=O)N(C3CCCC3)C3CCS(=O)(=O)C3)n2)cc1 (stereo not given)
39) COc1ccc(OC(=O)c2cccc(S(=O)(=O)N3CCCC3)c2)cc1
40) CCN(CC1COc2ccccc2O1)C(=S)Nc1ccc(F)cc1 (stereo not given)

entry no.	31	32	33	34	35	36	37	38	39	40
SRC1 inh	-3	28	-3	-30	-5	6	-22	-3	4	-8
TWEAK Fn14 block	-3	83*	-23	1	5	5	-32	7	3	15
TROY NFkB inh	9	70*	-24	2	3	-17	16	2	-19	-7
C8 TRAIL sens	1	29	-2	6	-4	2	-2	-7	34	1
KKLEB cytotox	9	-4	6	0	2	-3	-15	-27	-3	1
NR5A2 inv ag	-12	51	-5	4	3	1	-15	3	7	5
NCOA3 inh	2	37	-6	12	5	10	0	-5	-23	0
NR2F2 inh	6	59*	-21	5	15	-7	-26	-5	3	-6
Shn3 inh set2	6	-8	5	-12	2	5	-5	28	-13	38
CF NFkB inh	15	-8	-28	-11	-36	-15	15	4	9	-2
LMP1 NFkB inh	-1	-7	-2	3	1	2	4	-4	-1	13

41) COc1cccc(C(=O)N(Cc2nc(-c3ccc(C)cc3)no2)C(C)C)c1
42) COc1ccc(C(=O)Nc2cccnc2)cc1C(=O)Nc1cccnc1
43) Cc1ccc(NC(=O)CNc2ccc(OC(C)C)cc2)c(C)c1
44) O=C(CCc1nc(-c2ccccc2)no1)NCc1ccccc1CN1CCOCC1
45) COc1ccc(NC(=O)c2ccccc2NC(=O)c2ccco2)cc1
46) CCO/C(C)=N/n1c2nc3ccccc3nc2c2c(=O)n(CC(C)C)c(C)nc21
47) Cc1ccccc1NC(=O)c1ccc(CN2CC(=O)N3CCCCC3C2=O)cc1 (stereo not given)
48) CCC(=O)N1CC2(CC(c3cccc(NC(=O)CC(c4ccccc4)c4ccccc4)c3)=NO2)C[C@H]1C(N)=O (stereo not given in full)

entry no.	41	42	43	44	45	46	47	48
SRC1 inh	7	-11	10	-1	-7	-9	-5	3
TWEAK Fn14 block	-7	-15	12	-10	16	3	23	2
TROY NFkB inh	11	-1	-4	5	-3	-33	0	-9
C8 TRAIL sens	-1	-9	1	-20	28	-10	-7	-2
KKLEB cytotox	9	-39	1	0	-20	2	0	-4
NR5A2 inv ag	-26	6	-3	-9	-34	6	-3	8
NCOA3 inh	-13	-15	-29	-2	-14	3	13	-3
NR2F2 inh	-6	nt	3	-17	-24	-3	7	-10
Shn3 inh set2	16	25	-3	3	-14	nt	6	-19
CF NFkB inh	3	3	6	16	37	-21	-15	6
LMP1 NFkB inh	7	-5	-3	6	-11	-4	-24	-8

Bioassay records: PubChem, several laboratories
